Screening data from PubChem.
DSG3 Ab inh – inhibitors of pemphigus antibody binding to human desmoglein-3; P32926; DSG3-coupled beads, scFv-anti-DSG3-GFP binding, flow cytometry; stronger effect = lower value; binding (percent of control), % at 10 µM; 310,000 tested, 0.48% active;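 active = binding more than 3 SD below its plate's average and above zero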;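 note: hits lower antibody fragment binding to DSG3; some compounds called inactive have numbers as strong as hits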
HTR5A ag ctr – HTR5A agonism, opioid heterodimer counter-screen; HTR5A agonist assay, luminescence, cell-based; 340,000 tested, 0.61% active; P47898; activation, % at 9.3 µM; in the data active = activation mostly above about 9.5%, no sharp cut-off; inactive = mostly below about 7.6%;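 note: 0% = cells with vehicle only and 100% = reference agonist; strong numbers were not always called active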
OPRM1-OPRD1 ag – agonists of human mu-delta opioid receptor heterodimerization | cells, OPRM1-OPRD1 heterodimerization, luminescence | activation, % at 9.3 µM | 340,000 tested, 0.3% active | AID 504326; in the data active = activation above about 18%;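 note: 0% = vehicle-treated cells and 100% = reference agonist; values of inactives mirror those of a sister screen read the other way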
Target sequence (P35372 whole entry, looked up): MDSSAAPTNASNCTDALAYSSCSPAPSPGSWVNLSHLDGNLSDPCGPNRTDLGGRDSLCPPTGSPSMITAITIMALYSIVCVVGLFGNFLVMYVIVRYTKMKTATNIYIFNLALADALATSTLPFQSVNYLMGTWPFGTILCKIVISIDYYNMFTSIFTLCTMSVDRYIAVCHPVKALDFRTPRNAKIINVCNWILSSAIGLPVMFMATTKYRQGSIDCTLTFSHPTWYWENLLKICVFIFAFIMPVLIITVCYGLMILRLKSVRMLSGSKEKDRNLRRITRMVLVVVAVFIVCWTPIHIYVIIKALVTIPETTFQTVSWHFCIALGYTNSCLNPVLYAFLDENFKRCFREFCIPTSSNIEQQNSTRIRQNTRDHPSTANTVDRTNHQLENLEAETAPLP
Target sequence (P41143 whole entry, looked up): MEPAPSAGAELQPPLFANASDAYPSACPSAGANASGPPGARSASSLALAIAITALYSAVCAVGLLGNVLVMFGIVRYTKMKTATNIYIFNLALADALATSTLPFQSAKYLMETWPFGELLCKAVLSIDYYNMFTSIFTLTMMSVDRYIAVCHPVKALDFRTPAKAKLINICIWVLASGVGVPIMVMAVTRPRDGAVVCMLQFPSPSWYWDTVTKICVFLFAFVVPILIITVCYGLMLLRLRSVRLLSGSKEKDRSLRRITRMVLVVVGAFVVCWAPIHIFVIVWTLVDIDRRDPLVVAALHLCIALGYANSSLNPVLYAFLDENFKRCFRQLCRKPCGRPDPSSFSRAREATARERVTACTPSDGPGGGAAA
V-ATPase pH – yeast V-ATPase proton transport regulation by pHLuorin. S. cerevisiae, pHLuorin cytosolic pH fluorescence. AID 504577. 350,000 tested, 0.37% active. response, % at 10 µM; in the data active = response mostly above about 7.3%, no sharp cut-off; inactive = mostly below about 5.4%; note: actives read high; inactives centre near 0; some compounds called inactive have numbers as strong as hits; reference of the scale not given here
DAGLB inhibitor – diacylglycerol lipase beta (human) inhibition. Q8NCG7. HEK293T DAGLB membrane lysate, EnzChek fluorogenic substrate. inhibition, % at 5.17 µM. 340,000 tested, 0.059% active; in the data active = inhibition above about 34%;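 note: 0% = enzyme with vehicle and 100% = wells lacking enzyme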
HTR5A inv ctr – HTR5A inverse agonism, opioid heterodimer counter-screen | P47898 | HTR5A cell line, luminescence | inhibition, % at 9.3 µM | 340,000 tested, 0.083% active | AID 504634; in the data active = inhibition mostly above about 23%, no sharp cut-off; inactive = mostly below about 18%;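 note: 0% = cells with DMSO and 100% = no-cell wells with DMSO; some compounds called inactive have numbers as strong as hits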
OPRM1-OPRD1 inv – inverse agonists of human mu-delta opioid receptor heterodimerization; AID 504357; P35372+P41143; cell-based MOR-DOR heterodimer luminescence, inverse agonism; inhibition, % at 9.3 µM; 340,000 tested, 0.21% active; in the data active = inhibition above about 22%, passing the limit was not always enough;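 note: 0% = cells with DMSO and 100% = wells without cells with DMSO; values of inactives mirror those of a sister screen read the other way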
PKA-R1A activ – PKA-R1A complex activation | 340,000 tested, 0.083% active | P00514+P68181 | PKA-R1A dissociation, Cy5-IP20 fluorescence polarization; scaled: DMSO 0%, 113 µM cGMP 100% | activation, % at 11.4 µM;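 active = percent activation above the mean of all tested compounds plus 3 SD, cut at about 19% in these data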;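 note: higher means more PKAc released from R1A so a rise in polarization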
PKA-R2B act – activators of human PKA-R2B complex; P22694+P31323; 340,000 tested, 0.079% active; PKA-R2B holoenzyme dissociation, Cy5-IP20 fluorescence polarization; R2B truncated from residue 108, S112A mutant; 0% DMSO only, 100% 113 µM cGMP; activation, % at 11.4 µM;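 active = activation above a cutoff set at the mean over all compounds plus 3 SD, cut at about 18% in these data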;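 note: higher means more holoenzyme dissociation and a rise in polarization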
Arr AP2 block – blocks beta-arrestin peptide binding to AP2 adaptin | FITC-arrestin peptide / GST-AP2 beads, flow cytometry; AP2 beta2 appendage carries R879A mutation | inhibition, % at 10 µM | 340,000 tested, 0.31% active | AID 504490;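 active = inhibition above a set limit, near 3 SD of compounds lacking own fluorescence, cut at about 54% in these data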;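 note: plate controls were DMSO wells for no effect and 5 µM unlabelled arrestin peptide for full effect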
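test system = AP2 appendage R879A on GSH beads | buffer or medium = PBS plus Tween 20 (0.05%) and BSA (0.1%) | incubation = 12 min plus 1 h, RT | detection = bead flow cytometry, FITC channel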
The depositor's hits bear a star; . = no result given.

SMILES	DSG3 Ab inh	HTR5A ag ctr	OPRM1-OPRD1 ag	V-ATPase pH	DAGLB inhibitor	HTR5A inv ctr	OPRM1-OPRD1 inv	PKA-R1A activ	PKA-R2B act	Arr AP2 block
CC(=O)[C@@]1(O)CC[C@H]2[C@@H]3C[C@H](C)C4=CC(=O)C=C[C@]4(C)[C@@]3(F)[C@@H](O)C[C@@]21C	94	-1	-0.6	-7	2	-42	3	4	4	1
CCc1ccc(/C=c2\s/c(=C\C(=O)C(C)(C)C)[nH]c2=O)cc1	98	1	0.0	2	-10	-3	0	-11	-7	-4
O=C(Nc1ccnn1C1CCN(C2CCCCC2)CC1)c1ccccc1	131	-3	-3.0	-2	-2	14	16	-13	-8	3
Cc1onc(-c2ccccc2Cl)c1C(=O)NCc1cccs1	108	-1	-1.1	0	-3	-20	6	-12	-2	-16
CCN(C(=O)COC(=O)CN(C)S(=O)(=O)c1ccc(NC(C)=O)cc1)C1CCS(=O)(=O)C1 (configuration not stated)	105	-3	-4.5	1	-1	-5	15	3	-12	10
Cc1ccn2c(=O)c(NC(=O)c3cccs3)c(C)nc2c1	122	5	1.2	-1	-1	0	-8	-11	0	16
O=C(CNc1cc(S(=O)(=O)N2CCOCC2)ccc1N1CCCC1)NCc1ccco1	101	0	-3.2	-1	-1	2	15	15	9	-5
CN(C)C(=O)c1ccc(NC(=O)COc2cccc(Oc3ccccc3)c2)cc1	103	1	-3.4	2	0	8	17	5	-1	-9
O=C(CN1C(=O)C2C3CCC(C3)C2C1=O)OCC(=O)c1ccccc1 (configuration not stated)	104	-2	-2.9	0	1	3	15	-5	-12	9
COc1ccc(N2CCN(C(=O)CCc3ccc(S(=O)(=O)NC(C)C)cc3)CC2)cc1	106	-2	-1.1	7	1	3	7	-1	-5	-8
O=C(Nc1nc2ccccc2[nH]1)C1CCN(S(=O)(=O)c2cccs2)CC1	87	1	-0.1	3	4	-2	0	-5	-7	8
COc1ccccc1N1CCN(CC(O)COCc2cccs2)CC1 (configuration not stated)	111	2	-0.9	2	-2	11	6	-12	0	-6
COc1ccc2sc(N(CCCN(C)C)C(=O)c3ccc(S(=O)(=O)N(C)Cc4ccccc4)cc3)nc2c1	103	-1	1.9	-5	2	4	-10	-6	-6	-3
CC(C)C(=O)Nc1cccc(S(=O)(=O)NC2=NCCC2)c1	106	.	.	0	2	.	.	5	-5	.
CC1CCCCC1NC(=O)CSc1nnc(C(F)(F)F)n1C (configuration not stated)	99	.	.	0	0	.	.	-1	-1	.
CC(C)Sc1nc(O)c(Cc2ccccc2)c(=O)[nH]1	104	-4	-3.0	0	1	10	16	-4	-16	5
COc1ccc(CCN2C(=O)CC(N3CCOCC3)C2=O)cc1OC (configuration not stated)	.	5	-4.8	-1	-3	-9	20	6	-3	-7
CCOc1ncccc1C(=O)N(C)CC1COc2ccccc2O1 (configuration not stated)	110	-1	-1.5	-1	-2	15	8	3	3	5
Cc1ccccc1C(=O)NN1CCOCC1	99	-2	-2.0	1	0	5	12	-8	-5	-4
Cc1cc([N+](=O)[O-])nn1CC(=O)Nc1nccs1	117	-4	-3.9	1	1	9	21	1	-4	0

Complete entries, quoted from the list:
Shown for `Cc1onc(-c2ccccc2Cl)c1C(=O)NCc1cccs1` : DSG3 Ab inh: 108; HTR5A ag ctr: -1; OPRM1-OPRD1 ag: -1.1; V-ATPase pH: 0; DAGLB inhibitor: -3; HTR5A inv ctr: -20; OPRM1-OPRD1 inv: 6; PKA-R1A activ: -12; PKA-R2B act: -2; Arr AP2 block: -16
Shown for `CN(C)C(=O)c1ccc(NC(=O)COc2cccc(Oc3ccccc3)c2)cc1` : DSG3 Ab inh: 103; HTR5A ag ctr: 1; OPRM1-OPRD1 ag: -3.4; V-ATPase pH: 2; DAGLB inhibitor: 0; HTR5A inv ctr: 8; OPRM1-OPRD1 inv: 17; PKA-R1A activ: 5; PKA-R2B act: -1; Arr AP2 block: -9

Further compounds follow.
SMILES	DSG3 Ab inh	HTR5A ag ctr	OPRM1-OPRD1 ag	V-ATPase pH	DAGLB inhibitor	HTR5A inv ctr	OPRM1-OPRD1 inv	PKA-R1A activ	PKA-R2B act	Arr AP2 block
CCN(CC1CCCO1)C(=O)c1cc(COc2ccc(OC)cc2Cl)on1 (configuration not stated)	100	-1	-1.1	-2	-2	-1	5	-5	4	-1
CCCCSc1nc(C)cc(C)c1S(=O)(=O)c1ccccc1C	83	2	1.5	1	-14	-5	-6	-8	5	-2
CC(C)COC(=O)N(C)C[C@@H]1OCc2cn(nn2)CCCC(=O)N([C@@H](C)CO)C[C@H]1C	.	.	.	0	-2	.	.	3	0	.
CCOc1ccc(NC(=O)CSc2nc3c([nH]c4ccccc43)c(=O)n2C)cc1	104	-5	-1.0	-1	-2	16	6	3	10	-6
CCCc1c(C)c(C#N)c2nc3ccccc3n2c1NCCCN1CCOCC1	103	2	-0.3	1	3	-7	2	-3	-14	6
COc1ccc(NC(=O)C2CCCCN2N)cc1OCC(C)C (configuration not stated)	.	2	-5.2	-1	-5	20	24	-12	-20	-1
Cc1[nH]nc2c1C(CCc1ccccc1)C(C#N)=C(N)O2 (configuration not stated)	109	4	-0.8	-1	2	-11	5	-9	1	2
Cc1ccccc1C1(O)c2ccccc2-c2ccccc21	103	.	.	1	-10	.	.	2	7	.
Cc1noc(C(=O)Nc2cccc(O)c2)c1Cl	89	3	-0.5	0	-1	-7	2	-13	-3	3
CCOCCCNCC(=O)N1CCN(S(=O)(=O)c2ccc(C)cc2)CC1	96	-3	-1.9	-2	0	11	10	-8	5	3
c1ccc(N=Nc2cn[nH]c2-c2ccco2)cc1	98	2	-0.2	1	3	12	1	-9	-9	-7
COC(=O)c1cc(C(=O)Nc2nnc(C3CC3)s2)cc([N+](=O)[O-])c1	101	6	-1.5	-1	2	-16	9	-1	-16	-10
Cc1ccc(C(=O)NCC(=O)OCC(=O)c2ccc3c(c2)NC(=O)CO3)cc1	101	-2	-1.6	0	1	6	9	-3	4	23
O=C1CSC(=S)N1c1ccc(O)cc1	112	-4	-1.6	-5	-2	15	8	-2	-6	11
O=C(Nc1ccc2c(c1)OCO2)C1COc2ccccc2O1 (configuration not stated)	99	4	-1.7	1	-12	4	10	3	6	27
CC(=O)Oc1ccc(Cn2cnc3cc4ccccc4cc32)cc1	.	9	-1.1	-3	0	-7	6	-11	5	10
Cc1cccc(N=Nc2cnc(N)s2)c1	94	0	-1.4	-2	9	0	7	-7	-2	-3
N#Cc1c(-c2ccccc2Cl)cc(C2CC2)nc1N	97	-4	-2.5	5	-4	7	14	-3	2	-15
Cc1ccc2c(=O)c(C(=O)NCc3cccs3)c[nH]c2c1	101	1	0.6	-5	-1	9	-4	-7	-4	19
CN(CC(=O)Nc1cccc(F)c1)C(=O)CC1CCCCC1	98	3	-0.5	-2	2	-10	3	-3	6	1
CC(C)Cn1c(-c2cccnc2)nc2c1c(=O)[nH]c(=O)n2CC(C)C	92	1	-1.8	2	-3	-6	10	5	-6	-4
CCCN(C(=O)C1CCN(S(=O)(=O)c2ccc(OC)c(OC)c2)CC1)C1CCS(=O)(=O)C1 (configuration not stated)	102	3	-3.6	2	2	-8	18	0	-6	12
O=C(c1ccccc1)N1CCN(C(=O)c2cc3nc(-c4ccccc4)cc(C(F)(F)F)n3n2)CC1	92	-2	-1.9	0	-1	-5	13	1	4	2
Cn1cnnc1SCC(=O)Nc1ccc2nc(SCc3ccccc3)sc2c1	112	-5	-4.5	-1	0	-30	21	-1	-9	-7
Cc1ccc(S(=O)(=O)N2CC=C(C(=O)NC3CC3)CC2)cc1	82	-5	-0.1	1	1	13	0	0	-9	1
COCCCNC(=O)c1ccc(NC(C)=O)cc1	99	-3	-1.3	1	1	9	7	-13	-3	13
CCc1cccc2c(C(=O)CN3C(=O)NC4(CCCCCC4)C3=O)c[nH]c12	.	7	-2.9	.	1	-13	11	-8	-6	-19
CCCNC(=O)NC(=O)COC(=O)c1oc2ccc(OCC)cc2c1C	.	-10	8.3	-4	1	23	-35	-3	5	-12
CC1=C(C(=O)NC2CC(C)(C)Cc3c2cnn3-c2ccc(C)cc2)OCCO1 (configuration not stated)	97	4	-1.9	1	1	1	11	9	8	0
COc1ccc(S(=O)(=O)N2CCC(C(N)=O)CC2)cc1C(=O)N1CCCCCC1	.	0	0.1	-1	2	0	-1	-3	-13	-6
Cc1cc(C)n2c3c(c(C#N)c2n1)CCCC3	.	-2	-1.8	1	2	16	11	-3	4	6
CCC(=O)NC(=S)Nc1ccc(NC(=O)COc2ccc(Cl)c(C)c2)cc1	76	0	3.4	14	-5	17	-16	7	-4	2
O=C(NCc1cccnc1)c1ccc(N2CCOCC2)c([N+](=O)[O-])c1	95	0	0.1	2	1	1	0	-6	1	7
OCc1nc2ccccc2n1CCCOc1ccccc1	113	3	0.7	0	-1	15	-4	7	-6	-6
CC(=O)NC1C(=O)N(CC(C)C)c2ccccc21 (configuration not stated)	94	0	-3.4	1	-1	-3	16	-2	2	-1
Oc1c(Cl)cc(Cl)cc1CNn1cnnc1	112	-1	-3.3	-1	-1	-7	16	2	3	-2
CCc1nnc(NC(=O)c2ccc(S(=O)(=O)N3CCOCC3)cc2)s1	111	5	-0.7	-2	0	20	4	-5	-14	2

A different layout for part of the listing above.
> CCCN(C(=O)C1CCN(S(=O)(=O)c2ccc(OC)c(OC)c2)CC1)C1CCS(=O)(=O)C1 (configuration not stated)
  DSG3 Ab inh: 102
  HTR5A ag ctr: 3
  OPRM1-OPRD1 ag: -3.6
  V-ATPase pH: 2
  DAGLB inhibitor: 2
  HTR5A inv ctr: -8
  OPRM1-OPRD1 inv: 18
  PKA-R1A activ: 0
  PKA-R2B act: -6
  Arr AP2 block: 12

> O=C(c1ccccc1)N1CCN(C(=O)c2cc3nc(-c4ccccc4)cc(C(F)(F)F)n3n2)CC1
  DSG3 Ab inh: 92
  HTR5A ag ctr: -2
  OPRM1-OPRD1 ag: -1.9
  V-ATPase pH: 0
  DAGLB inhibitor: -1
  HTR5A inv ctr: -5
  OPRM1-OPRD1 inv: 13
  PKA-R1A activ: 1
  PKA-R2B act: 4
  Arr AP2 block: 2

> Cn1cnnc1SCC(=O)Nc1ccc2nc(SCc3ccccc3)sc2c1
  DSG3 Ab inh: 112
  HTR5A ag ctr: -5
  OPRM1-OPRD1 ag: -4.5
  V-ATPase pH: -1
  DAGLB inhibitor: 0
  HTR5A inv ctr: -30
  OPRM1-OPRD1 inv: 21
  PKA-R1A activ: -1
  PKA-R2B act: -9
  Arr AP2 block: -7

> Cc1ccc(S(=O)(=O)N2CC=C(C(=O)NC3CC3)CC2)cc1
  DSG3 Ab inh: 82
  HTR5A ag ctr: -5
  OPRM1-OPRD1 ag: -0.1
  V-ATPase pH: 1
  DAGLB inhibitor: 1
  HTR5A inv ctr: 13
  OPRM1-OPRD1 inv: 0
  PKA-R1A activ: 0
  PKA-R2B act: -9
  Arr AP2 block: 1
